# SENP6 block: inhibitors of human SENP6 protease; 1.8% of 330,000 active; inhibition, % at 10 µM; AID 2599; Q9GZR1; Recombinant SENP6 catalytic domain, aminoluciferin luminescence;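 active = inhibition above about 50% at the single tested dose, limit read from the data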;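 also: plate controls were DMSO wells with enzyme for no effect and DMSO wells lacking enzyme for full effect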
# HKDC1 inhibitor: blocks human hexokinase HKDC1 activity. Q2TB90. recombinant HKDC1, G6PDH/diaphorase resazurin coupled fluorescence. inhibition, % at 20 µM. 0.16% of 340,000 active. AID 493160;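 active = inhibition above about 35% when tested at 20 µM, limit read from the data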;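 also: plate controls were DMSO wells with enzyme for no effect and DMSO wells lacking enzyme for full effect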
#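 Incubation: 90 min at room temperature in dark / Material: recombinant HKDC1 (HK5) hexokinase enzyme, produced in-house / Quantity: enzyme 5 µg/mL final / Compound: one dose of 20 µM, 1% DMSO / Reagent: glucose and ATP substrates / Buffer or medium: Tris pH 8.0 buffer with MgCl2, Tween-20, BSA, BME / Technique: resorufin fluorescence at 613 nm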
# MPTP block: permeability transition pore inhibition. inhibition, % at 10 µM. 1.4% of 360,000 active. isolated mouse mitochondria, Ca2+ swelling absorbance, 30 min;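 active = inhibition of 50% or more, scaled per plate between neutral and stimulator controls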;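 also: 0% = DMSO wells given calcium and 100% = 1 mM EGTA wells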
# SENP7 inh: blocks the human protease SENP7; inhibition, % at 5 µM; AID 434973; Q9BQF6; 1.5% of 330,000 active; recombinant SENP7, Z-RLRGG-aminoluciferin luminescence, 40 min;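 active = inhibition above about 50% at the single test dose, limit read from the data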;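 also: plate controls were DMSO with enzyme for no effect and no enzyme buffer wells for full effect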
# Target sequence (Q9BQF6 706-1050 limits assumed): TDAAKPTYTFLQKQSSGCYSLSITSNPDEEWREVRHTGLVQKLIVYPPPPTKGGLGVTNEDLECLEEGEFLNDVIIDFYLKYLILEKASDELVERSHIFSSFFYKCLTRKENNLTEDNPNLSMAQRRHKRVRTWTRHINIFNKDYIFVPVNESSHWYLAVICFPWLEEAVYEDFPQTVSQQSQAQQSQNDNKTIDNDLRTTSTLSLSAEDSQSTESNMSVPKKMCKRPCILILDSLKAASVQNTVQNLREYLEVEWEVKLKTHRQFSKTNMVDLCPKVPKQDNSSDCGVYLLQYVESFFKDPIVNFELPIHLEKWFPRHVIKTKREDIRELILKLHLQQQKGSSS
# SENP8 inh: SENP8 (human) protease inhibition | Q96LD8 | recombinant SENP8, Nedd8 substrate fluorescence | inhibition, % at 20 µM | 0.64% of 360,000 active | AID 602440; in the data active = inhibition mostly above about 40%, no sharp cut-off; inactive = mostly below about 27%
# Target sequence (Q96LD8 whole entry, looked up): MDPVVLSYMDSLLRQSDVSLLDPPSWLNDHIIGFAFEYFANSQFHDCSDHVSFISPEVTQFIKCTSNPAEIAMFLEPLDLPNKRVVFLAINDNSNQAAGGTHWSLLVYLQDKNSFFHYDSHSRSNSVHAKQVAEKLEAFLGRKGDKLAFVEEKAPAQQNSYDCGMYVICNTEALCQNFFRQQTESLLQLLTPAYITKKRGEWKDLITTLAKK
# GRIN3A LBD mod: NR3A (human) ligand-binding domain modulation; 2.5% of 340,000 active; Tm shift relative to glycine control, % at 25 µM; AID 1259313; NR3A LBD differential scanning fluorimetry, Tm shift; 0% = protein alone, 100% = glycine-bound protein;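 active = melting temperature shift of at least 10% of the positive control shift, at one fixed dose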
# ATG4B inh: ATG4B (human) cysteine protease inhibition; Q9Y4P1; ATG4B cleavage of LC3-PLA2, NBD-HPC fluorescence, 1 h; 0.51% of 340,000 active; AID 504462; inhibition, % at 8.33 µM; in the data active = inhibition above about 40%
# Target sequence (Q9Y4P1 whole entry, looked up): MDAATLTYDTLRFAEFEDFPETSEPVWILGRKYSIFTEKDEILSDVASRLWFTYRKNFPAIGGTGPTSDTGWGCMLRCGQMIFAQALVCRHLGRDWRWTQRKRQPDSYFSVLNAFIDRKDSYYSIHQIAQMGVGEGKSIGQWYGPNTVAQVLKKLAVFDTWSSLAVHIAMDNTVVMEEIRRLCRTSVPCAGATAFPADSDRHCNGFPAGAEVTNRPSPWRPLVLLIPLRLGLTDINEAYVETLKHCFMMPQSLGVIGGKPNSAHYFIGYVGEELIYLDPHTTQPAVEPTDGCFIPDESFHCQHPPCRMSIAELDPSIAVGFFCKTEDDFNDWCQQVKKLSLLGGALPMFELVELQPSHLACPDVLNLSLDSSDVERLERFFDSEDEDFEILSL
# PfG6PD inh: PfG6PD (Plasmodium falciparum) enzyme inhibition; 0.78% of 350,000 active; AID 504690; PfGluPho enzyme, NADPH resazurin-diaphorase fluorescence; inhibition, % at 20 µM;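 active = inhibition reaching at least a set limit at 20 µM in the primary screen, cut at about 59% in these data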;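 also: 0% = DMSO wells with substrate and 100% = DMSO wells lacking glucose-6-phosphate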
# * marks the source's active call; other numbers are inactive results; / = no result given. Rows were taken by chance; overall some 6.9% were active at least once.
SMILES,SENP6 block,HKDC1 inhibitor,MPTP block,SENP7 inh,SENP8 inh,GRIN3A LBD mod,ATG4B inh,PfG6PD inh
O=c1c2c([nH]c3ccccc13)CCCCCC2,0.0,-7.7,-0.3,10.5,-13.8,-2.7,-3.3,-10.0
Clc1ccc2noc(-c3ccccc3)c2c1,-13.2,-3.1,-0.2,-4.9,11.3,-0.1,-8.8,8.9
Cc1ccc2nc(N(CCN(C)C)C(=O)c3cc(Cl)sc3Cl)sc2c1,1.5,11.0,0.3,-0.2,12.6,9.7,7.6,2.3
Cc1ccc(NC(=O)COC(=O)CC2CCCC2)cc1F,2.2,-6.1,1.9,-2.3,-3.5,-25.4,-9.5,19.0
COc1cc(OC)c(NC(=O)c2cccc(F)c2)cc1Cl,5.5,-12.2,0.9,-6.5,8.9,-10.5,3.1,20.1
COc1ccc(-n2c(C)nc3cc(C(=O)O)ccc32)cc1,19.8,-4.7,1.4,-6.6,12.2,2.3,1.6,3.5
COc1ccc(N2CCN(S(=O)(=O)c3cc4c(cc3C)N(C(C)=O)CCO4)CC2)cc1,-16.6,-6.9,-1.4,7.5,19.3,1.1,-20.7,13.2
CCc1cccc(NC(=O)c2cccc(S(=O)(=O)N3CCN(C)CC3)c2)c1,-6.1,-3.4,-2.3,-1.8,8.0,-0.9,-11.2,5.3
CC(/C=N/NC(=O)CSc1ccccn1)=C\c1ccc(C(C)C)cc1,13.5,-2.3,3.8,6.2,-9.2,-13.5,-3.6,16.0
Cc1ccc(S(=O)(=O)N2CCOCC2)cc1NC(=O)COC(=O)c1cnc(Cl)c(Cl)c1,6.3,-5.7,-2.4,-5.1,4.5,-0.1,-5.3,6.7
CCC(C)(C)n1nnnc1C(c1cc2ccc(OC)cc2[nH]c1=O)N1CCc2ccccc2C1 (centres undefined),40.1,10.9,-0.4,18.9,-281.5,-1.2,3.9,7.0
COc1ccc(-c2c(C)nn3c(N)c(C#N)cnc23)cc1OC,4.0,3.7,-4.0,8.8,5.8,3.3,0.4,-21.8
Cc1c(CN2CCC(C(=O)Nc3ccc(Oc4ccccc4)nc3)CC2)cnn1C,5.0,-4.6,-3.2,1.4,14.2,4.1,25.0,8.1
O=C(CN1CCOCC1)Nc1ccc(Cl)c(Cl)c1,4.5,-6.2,-0.2,-1.6,-1.7,-3.3,5.4,-12.8
CC(=O)c1ccc(NC(=S)Nc2ccc(Br)c(Cl)c2)cc1,-8.2,-5.7,96.2*,-6.2,11.2,29.3*,-4.8,10.2
COc1ccc(CN2CCN(S(=O)(=O)c3ccc(NC(C)=O)cc3)CC2)cc1OC,-4.7,-7.5,1.1,-9.4,5.7,-2.5,-3.5,7.4
Cc1cccc(C)c1NC(=O)CSc1nnc(C)n1CC1CCCO1 (centres undefined),-18.0,-11.4,-0.2,4.7,14.0,-3.7,-13.2,-3.5
Cc1nc2cc(NCc3ccc(Cl)cc3)ccc2n1C,29.4,5.3,3.4,-8.8,-61.7,-0.8,2.5,2.6
CC1CN(C(=O)C(C)N2C(=O)c3ccccc3C2=O)CC(C)O1 (centres undefined),-16.8,-11.3,-1.7,-0.4,17.7,-0.3,0.8,5.6
COc1ccc(N2CCN(C(=O)CNC(=O)c3nn(-c4ccc(OC)cc4)c(=O)c4ccccc34)CC2)cc1,-3.2,-5.9,1.0,5.4,-146.2,2.5,-8.5,12.2
C#CCOCCOCCOCCNc1nc(N2CCN(C(=O)[C@H](CCCCN)n3cc(CN)nn3)CC2)nc(N2CCN(C(=O)[C@H](CCCCN)n3cc([C@@H](N)[C@H](C)CC)nn3)CC2)n1,-22.5,-10.4,87.8*,-13.2,18.7,1.1,7.8,14.7
COC(=O)c1nc(N)sc1C(C)C,-13.6,-3.4,1.1,-6.3,12.6,0.0,-3.4,3.6
Cc1cccc(C(=O)NNS(=O)(=O)c2ccccc2)c1O,7.1,-7.9,-1.7,14.9,-3.7,0.6,-4.8,2.4
Cc1nc(C)n(C(C)CNS(=O)(=O)c2ccc(C)c(C)c2)n1 (centres undefined),-48.9,-8.0,-1.1,4.6,4.3,-0.8,-7.2,4.5

# Ordered by count of non-hydrogen atoms (falling): seven of the compounds above
SMILES,SENP6 block,HKDC1 inhibitor,MPTP block,SENP7 inh,SENP8 inh,GRIN3A LBD mod,ATG4B inh,PfG6PD inh
C#CCOCCOCCOCCNc1nc(N2CCN(C(=O)[C@H](CCCCN)n3cc(CN)nn3)CC2)nc(N2CCN(C(=O)[C@H](CCCCN)n3cc([C@@H](N)[C@H](C)CC)nn3)CC2)n1,-22.5,-10.4,87.8*,-13.2,18.7,1.1,7.8,14.7
COc1ccc(N2CCN(C(=O)CNC(=O)c3nn(-c4ccc(OC)cc4)c(=O)c4ccccc34)CC2)cc1,-3.2,-5.9,1.0,5.4,-146.2,2.5,-8.5,12.2
COc1ccc(CN2CCN(S(=O)(=O)c3ccc(NC(C)=O)cc3)CC2)cc1OC,-4.7,-7.5,1.1,-9.4,5.7,-2.5,-3.5,7.4
Cc1cccc(C)c1NC(=O)CSc1nnc(C)n1CC1CCCO1 (centres undefined),-18.0,-11.4,-0.2,4.7,14.0,-3.7,-13.2,-3.5
CC1CN(C(=O)C(C)N2C(=O)c3ccccc3C2=O)CC(C)O1 (centres undefined),-16.8,-11.3,-1.7,-0.4,17.7,-0.3,0.8,5.6
Cc1nc(C)n(C(C)CNS(=O)(=O)c2ccc(C)c(C)c2)n1 (centres undefined),-48.9,-8.0,-1.1,4.6,4.3,-0.8,-7.2,4.5
CC(=O)c1ccc(NC(=S)Nc2ccc(Br)c(Cl)c2)cc1,-8.2,-5.7,96.2*,-6.2,11.2,29.3*,-4.8,10.2

# Next part.
SMILES,SENP6 block,HKDC1 inhibitor,MPTP block,SENP7 inh,SENP8 inh,GRIN3A LBD mod,ATG4B inh,PfG6PD inh
O=C(CN(Cc1ccccc1)C(=O)CCl)c1cccc(Br)c1,-28.4,9.3,0.0,-10.3,19.5,-2.6,1.5,-0.9
O=C(Nc1nnc(SCc2c(Cl)cccc2Cl)s1)C1CC(=O)N(c2ccc3c(c2)OCCO3)C1 (centres undefined),-2.7,5.9,-0.2,-1.9,-3.1,-2.1,5.4,-32.4
Cc1ccc(NCc2nnc(SCC(=O)c3ccccc3)o2)c(C)c1,-9.3,3.5,-0.7,-4.3,32.1,-1.6,3.2,19.4
COc1ccccc1OCCNC(=O)/C=C/c1ccc([N+](=O)[O-])cc1,2.5,-6.8,-3.4,0.2,22.8,-5.4,-4.8,-5.6
COc1cc(C(=O)Oc2c(OC)cc(C(=S)N3CCOCC3)cc2OC)cc(OC)c1OC,-6.3,-5.5,-0.5,2.8,4.1,0.2,0.1,1.7
c1nc(CCO[C@H]2CCCCO2)cc2cc3c(cc12)OCO3,25.0,1.3,-1.1,26.3,3.6,1.8,-9.0,15.6
CCN(CC(=O)Nc1ccc(NC(C)=O)cc1)C(=O)c1ccc(=O)[nH]c1,-4.1,-4.2,-0.8,1.0,7.9,-0.5,3.3,-5.8
CCOC(=O)c1c(-c2ccc(C)cc2)csc1NC(=O)/C(C#N)=C/c1ccc(O)c(OC)c1,/,24.7,11.2,/,0.4,20.2*,-8.3,11.4
O=C(COC(=O)c1c[nH]c(=O)[nH]c1=O)Nc1cccc([N+](=O)[O-])c1,-26.1,2.3,3.3,-15.4,14.5,-1.6,1.4,-9.9
O=C(NNC(=S)Nc1ccc(F)cc1)C1[C@H]2CCCC[C@@H]12 (some centres undefined),-6.6,1.1,2.0,-13.1,31.9,0.2,2.3,13.0
Nc1ccc(SCCN2C(=O)c3ccccc3C2=O)cc1,-16.8,-4.5,0.4,7.5,8.7,-0.2,-2.0,-4.2
C[C@H](CO)N1C[C@H](C)[C@@H](CN(C)C(=O)Nc2ccc3c(c2)OCO3)Oc2c(NC(=O)C3CCCCC3)cccc2C1=O,12.8,-2.1,-1.1,2.8,1.9,-1.2,-0.2,28.8
N#CCc1c(C#N)c(N)nc(N2CCN(c3ccc(F)cc3)CC2)c1C#N,3.1,-0.9,5.7,-13.3,-23.8,-7.4,-17.6,13.6
COc1ccc(NS(=O)(=O)c2ccc3c(c2)N(C(C)=O)CC(C)S3)c(OC)c1 (centres undefined),-24.0,-2.0,1.1,-16.0,13.4,0.1,-5.3,-4.2
CS(=O)(=O)N(CC(=O)NCCc1ccccc1)C1CCCCC1,-3.8,10.3,-0.6,-12.4,10.2,2.2,-2.2,0.5
Cc1ccc(CNC(=O)C2CC(c3ccccc3C(F)(F)F)=NO2)o1 (centres undefined),5.7,-3.2,-0.1,-5.0,7.5,-0.6,7.7,4.9
CC1CCCC(C)N1C(=O)c1cc2ncc(CCCl)cn2n1 (centres undefined),1.7,-4.0,0.7,-7.8,-16.6,1.9,-13.1,-6.4
CC(C)NS(=O)(=O)c1ccc(CCC(=O)N2CCc3ccccc3C2)cc1,13.5,10.7,-0.1,-2.4,3.6,0.0,8.7,-12.0
COc1ccc(C2OCC3(O)C(c4ccc(OC)c(OC)c4)OCC23)cc1OC (centres undefined),-4.0,-5.2,-0.6,-0.1,5.3,0.8,-8.4,13.8
CCCn1c(SCc2ccc(Cl)cc2)nc2c1c(=O)[nH]c(=O)n2C,6.7,4.7,-2.1,-3.4,15.3,-1.0,-11.2,37.5
COc1ccccc1C(CNC(=O)CSc1ccc2ccccc2c1)N(C)C (centres undefined),-12.2,0.7,-0.2,9.0,3.9,1.6,-0.9,-0.1
Cc1ccc(/C(O)=C/c2nc3cc(C)ccc3oc2=O)cc1,-4.1,-1.0,0.7,0.1,3.6,0.9,3.4,-5.3
Cc1cccc(NC(=O)CSCC(=O)N=c2sccn2C)c1,-15.8,-2.6,0.3,-10.9,7.2,1.6,4.7,-13.8
O=C1[C@H](Oc2ccccc2)[C@@H](c2ccncc2)N1c1ccncc1,/,-9.0,-2.4,1.4,7.7,2.0,-6.9,11.6
COc1ccccc1/C=C/C(=O)OCC(=O)NC(=O)NC1CCCC1,-22.5,-0.2,1.4,-2.9,-173.0,3.3,-5.0,4.5
COc1ccccc1NS(=O)(=O)c1ccc(C)c(C(=O)NCC(c2ccco2)N2CCCCC2)c1 (centres undefined),0.0,14.7,0.7,2.9,4.9,0.8,-0.8,10.7
CCN(CC)C(=O)CSc1nc2c(sc(=S)n2-c2ccccc2)c(=O)n1-c1ccc(OC)cc1OC,2.7,-1.8,1.5,-3.9,24.7,11.6*,-9.9,79.5*
Cc1cc(C)c(-c2c(O)c3ccccc3n(C)c2=O)c(C)c1,-0.9,-0.8,1.1,3.4,-134.9,-1.4,-2.1,-4.5
O=C1C(C2=NC(C(=O)O)C3C(=O)N(c4ccc(Cl)cc4)C(=O)C23)=C(O)c2ccccc21 (centres undefined),22.2,-0.1,-0.2,2.5,6.3,0.0,-16.3,22.7
O=C(c1cnn2c(C(F)(F)F)cc(-c3ccco3)nc12)N1CCCc2ccccc21,-1.2,-5.5,1.3,18.2,15.0,-0.4,3.7,-1.2
C#CCOCCOCCOCCNc1nc(N2CCN(C(=O)Cn3cc(CC(C)O)nn3)CC2)nc(N2CCN(C(=O)[C@H](CCCCN)n3cc(CCCC)nn3)CC2)n1 (some centres undefined),/,-0.1,0.4,/,19.8,-0.3,-6.6,2.5
COC(=O)c1cc(NC(=S)NC(=O)c2ccccc2)ccc1N1CCOCC1,-13.3,1.4,0.1,-5.3,10.5,-2.5,-5.9,-7.1
C=CCCC(=O)Nc1nc(C)c(-c2csc(Nc3ccccc3OC)n2)s1,-0.1,-4.6,-1.0,-4.2,-243.7,-6.2,-5.6,18.3
Cc1cc(=O)oc2c1ccc1oc(/C(=N/O)c3ccccc3)c(C)c12,-1.0,17.6,10.3,3.0,-12.9,2.9,-26.9,18.0
COc1cccc(C(=O)N2CCC(n3nccc3NC(=O)CCOc3ccccc3)CC2)c1,4.3,-4.6,-0.5,5.9,0.2,-1.4,1.0,-4.5
Clc1cccc(-c2ccc3ncnc(NCc4cccs4)c3c2)c1,8.4,-3.6,11.0,4.0,-236.4,7.0,-9.2,-5.8
COc1ccc(-c2ccc(-c3noc(C4CCCCC4)n3)c(OC)n2)cc1,-12.4,2.3,0.2,0.6,-387.0,2.1,1.2,24.0
NS(=O)(=O)c1ccc(NNC(=O)c2ccc(F)cc2F)cc1,-1.3,-3.1,1.0,1.8,11.1,-0.5,8.2,4.5
